Bioassay records as filed in PubChem BioAssay.
p53 PUMA act: re-activators of the mutant p53 pathway | SW480 PUMA-promoter luciferase, p53 mutant reactivation | activation, % at 9.98 µM | 28,000 compounds, 1.5% hits; in the data active = activation above about 52%
STK33 kin inh: inhibitors of human STK33 kinase | ADP-Glo luminescence, MBP substrate | 27,000 compounds, 0.44% hits | inhibition, % at 12.5 µM | AID 2322 | Q9BYT3; in the data active = inhibition above about 20%
Target sequence (Q9BYT3 whole entry, looked up): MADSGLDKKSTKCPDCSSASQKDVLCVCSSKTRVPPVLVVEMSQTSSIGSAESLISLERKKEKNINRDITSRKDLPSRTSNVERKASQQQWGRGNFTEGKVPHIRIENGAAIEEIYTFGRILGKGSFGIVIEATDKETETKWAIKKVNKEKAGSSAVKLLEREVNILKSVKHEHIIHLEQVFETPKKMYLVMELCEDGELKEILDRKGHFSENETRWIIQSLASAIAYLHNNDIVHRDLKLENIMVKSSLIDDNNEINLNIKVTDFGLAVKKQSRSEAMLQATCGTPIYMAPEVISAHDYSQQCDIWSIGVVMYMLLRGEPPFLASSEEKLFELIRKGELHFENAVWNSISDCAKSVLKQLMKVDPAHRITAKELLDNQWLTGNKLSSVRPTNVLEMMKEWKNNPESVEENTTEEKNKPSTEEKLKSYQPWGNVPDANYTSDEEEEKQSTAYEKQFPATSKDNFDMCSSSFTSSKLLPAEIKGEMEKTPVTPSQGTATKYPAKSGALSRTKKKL
* hit, by the source's call; · = no result given. Some of the compounds tested (hit frequency here may not be typical).

Order of results: STK33 kin inh, p53 PUMA act
COc1ccc(-c2cnc3c(c2)C(=O)N([C@H](C)CO)C[C@H](C)[C@H](CN(C)C(=O)Nc2ccc4c(c2)OCO4)O3)cc1
  0.0, ·
C[C@H](CO)N1C[C@H](C)[C@H](CN(C)Cc2ccc(Cl)c(Cl)c2)Oc2ccc(NC(=O)Cn3cnnn3)cc2CC1=O
  -0.1, ·
Cc1noc(C)c1NC(=O)N(C)C[C@@H]1Oc2c(NC(=O)C3CCOCC3)cccc2C(=O)N([C@H](C)CO)C[C@H]1C
  ·, -6.7
C=C(C)CC1C(=O)N(S(=O)(=O)c2ccccc2Cl)N=C1C (stereo not drawn)
  -3.5, ·
Cc1cccc(NC(=O)CN(c2ccc3c(c2)OCCO3)S(C)(=O)=O)c1
  0.9, 17.2
COc1ccc(S(=O)(=O)Nc2ccc3c(c2)C(=O)N([C@H](C)CO)C[C@H](C)[C@H](CN(C)S(=O)(=O)c2ccc(C)cc2)O3)cc1
  0.5, ·
O=C1CC(c2ccccc2)Oc2cc(O)cc(O)c21 (stereo not drawn)
  0.4, 24.1
CO[C@H]1O[C@H](CO)[C@@H](OC(=O)c2ccc(Br)cc2)[C@H](OC(=O)c2cc3ccccc3[nH]2)[C@H]1OC(=O)c1cc2ccccc2[nH]1
  -5.2, ·
C[C@@H]1CN([C@H](C)CO)C(=O)Cc2cc(NC(=O)CCN3CCOCC3)ccc2O[C@@H]1CN(C)C(=O)Nc1ccc2c(c1)OCO2
  ·, -1.2
COc1ccc(OC2OC(COC3OCC(O)C(O)C3O)C(O)C(O)C2O)cc1OC (stereo not drawn)
  -5.5, -6.3
C[C@H](CO)N1C[C@H](C)[C@H](CN(C)Cc2ccc(C(F)(F)F)cc2)Oc2ccc(NS(=O)(=O)c3cn(C)cn3)cc2CC1=O
  0.7, -0.6
COc1ccccc1CNC(=O)C[C@H]1C[C@H]2c3cc(NC(=O)C4CCC4)ccc3O[C@H]2[C@H](CO)O1
  ·, 3.1
C[C@H]1CN([C@@H](C)CO)C(=O)c2cc(NS(=O)(=O)c3cccs3)ccc2O[C@H]1CN(C)S(C)(=O)=O
  -0.4, -3.5
C[C@H](CO)N1C[C@H](C)[C@@H](CN(C)C(=O)NC2CCCCC2)Oc2ccc(N(C)C)cc2C1=O
  ·, 2.1
O=C1C2=C(c3ccccc3)c3cc(F)ccc3C2Sc2ccccc21 (stereo not drawn)
  ·, -4.0
CCCCCCCCC/C=C/CCCCC(=O)C1C(=O)CCC(O)C1=O (stereo not drawn)
  -7.5, -0.6
CC(=O)Nc1ccc(-c2nnc(SCC(=O)Nc3cc(Cl)cc(Cl)c3)n2C)cc1
  1.5, -3.1
C[C@@H]1CN([C@@H](C)CO)C(=O)c2cc(C#Cc3ccccn3)cnc2O[C@H]1CN(C)CC1CCCC1
  ·, 10.4
Cc1ccc(CN2C(=O)N(c3ccccc3)C(=O)C2CC(=O)Nc2ccccc2)cc1 (stereo not drawn)
  2.2, 11.4
NS(=O)(=O)c1ccc(NC(=O)CSc2nc3ccccc3[nH]2)cc1
  -0.2, -2.5
CN1CCN(C(=O)CN(c2cc(C(F)(F)F)ccc2Cl)S(=O)(=O)c2ccccc2)CC1
  2.2, -19.1
O=C(CNS(=O)(=O)c1ccccc1)Nc1ccc(I)cc1
  1.3, 11.0
CCN1CCN(C(=S)c2cc(I)c(OCC(=O)Nc3cccc(C)c3)c(OC)c2)CC1
  1.6, 1.8
Cc1noc(C)c1NC(=O)Nc1cccc2c1O[C@H](CN(C)Cc1ccc(C(=O)O)cc1)[C@H](C)CN([C@H](C)CO)C2=O
  ·, 1.2
Cn1nnnc1SCCNC/C=C/c1ccccc1
  -1.9, 6.4
COC(=O)c1ccccc1NC(=O)C1CCN(S(=O)(=O)c2cc(OC)ccc2OC)CC1
  4.5, 12.1
Cc1noc(C)c1NC(=O)N(C)C[C@H]1Oc2c(NC(=O)Nc3ccc(C(F)(F)F)cc3)cccc2C(=O)N([C@H](C)CO)C[C@H]1C
  ·, -4.8
C[C@H]1CN([C@@H](C)CO)C(=O)CCCn2nncc2CO[C@@H]1CN(C)C(=O)Nc1cccc(F)c1
  1.4, ·
C[C@@H]1CCCCO[C@H](CN(C)C(=O)NC2CCCCC2)[C@@H](C)CN([C@H](C)CO)C(=O)c2cc(NC(=O)NC3CCCCC3)ccc2O1
  -0.8, ·
C[C@@H]1CCCCO[C@@H](CN(C)Cc2ccc(Cl)c(Cl)c2)[C@@H](C)CN([C@H](C)CO)C(=O)c2cc(NC(=O)CCC(F)(F)F)ccc2O1
  1.2, ·
COc1ccccc1NC(=O)C1CCCN(S(=O)(=O)c2cc(Cl)ccc2Cl)C1 (stereo not drawn)
  -1.3, -8.7
C[C@H]1CN([C@@H](C)CO)C(=O)Cc2cc(NC(=O)Nc3ccc(C(F)(F)F)cc3)ccc2O[C@H]1CN(C)C(=O)Nc1ccc(F)cc1
  -2.0, ·
COc1cccc(OCCCCSc2ncccn2)c1
  -3.1, 18.3
C[C@@H]1CCCCO[C@H](CN(C)C(=O)CCC(F)(F)F)[C@@H](C)CN([C@H](C)CO)C(=O)c2cc(NS(=O)(=O)c3ccc(F)cc3)ccc2O1
  -0.4, ·
CC(C)NC(=O)N(C)C[C@@H]1Oc2ncc(/C=C/c3ccccc3)cc2C(=O)N([C@H](C)CO)C[C@@H]1C
  -3.3, ·
C[C@H](CO)N1C[C@H](C)[C@H](CN(C)Cc2ccccc2)Oc2ncc(-c3ccccc3)cc2C1=O
  -1.1, ·
COc1ccc(S(=O)(=O)N(C)CC(=O)Nc2ccc3c(c2)OCCO3)cc1Cl
  1.9, -8.5
CCCc1ccc(S(=O)(=O)Nc2ccc(C)c(NS(C)(=O)=O)c2)cc1
  ·, 8.8
C[C@@H]1CN([C@H](C)CO)C(=O)CCCn2nncc2CO[C@H]1CN(C)S(=O)(=O)c1cccs1
  5.4, ·
CSc1ccccc1NC(=O)C(C)NS(=O)(=O)c1ccc(C)cc1 (stereo not drawn)
  -5.2, -3.3
C[C@H]1CN([C@@H](C)CO)C(=O)c2cc(NS(=O)(=O)c3ccccc3)ccc2O[C@@H]1CN(C)S(=O)(=O)c1cccs1
  ·, 8.6
CNC(=O)CN(c1ccc(C23CC4CC(CC(C4)C2)C3)cc1)S(C)(=O)=O
  0.0, 0.3
O=C(O)c1cccc(CSc2nnc(-c3ccncc3)o2)c1
  0.6, -10.1
CS(=O)(=O)N(CC(=O)Nc1cc(Cl)ccc1Cl)c1ccc2c(c1)OCCO2
  4.1, -20.1
C[C@@H]1CN([C@H](C)CO)C(=O)Cc2cc(NS(=O)(=O)c3cccs3)ccc2O[C@@H]1CN(C)C
  -3.2, ·
C[C@@H]1CCCCO[C@@H](CN(C)C)[C@@H](C)CN([C@@H](C)CO)C(=O)c2cc(NC(=O)Nc3ccc(F)cc3)ccc2O1
  ·, -4.0
Cc1cc2c(=O)n(C)c(SCC(=O)c3cc4ccccc4o3)nc2s1
  5.8, -0.5
COc1cc(C2OC(c3cc(OC)c(OC)c(OC)c3)C(C)C2C)cc(OC)c1OC (stereo not drawn)
  -2.0, 7.7
CC1(C)CC[C@]2(C(=O)O[C@@H]3O[C@H](CO)[C@@H](O)[C@H](O)[C@H]3O)CC[C@]3(C)C(=CCC4[C@@]5(C)CC[C@H](O[C@@H]6O[C@H](C(=O)O)[C@@H](O)[C@H](O)[C@H]6O)[C@@](C)(CO)C5CC[C@]43C)C2C1 (stereo partly drawn)
  -3.4, -42.9
C[C@H]1CCCCO[C@@H](CN(C)C(=O)c2ccncc2)[C@@H](C)CN([C@@H](C)CO)C(=O)c2cc(N(C)C)ccc2O1
  ·, -2.7
Cc1cc(C(=O)CSc2nnnn2-c2ccccc2)c(C)n1-c1cc(F)ccc1F
  -0.2, 17.5
C[C@@H]1CN([C@H](C)CO)C(=O)c2cccc(NC(=O)c3ccncc3)c2O[C@@H]1CN(C)C(=O)Nc1ccc(C(F)(F)F)cc1
  ·, -1.1
CS(=O)(=O)N(CC(=O)Nc1cccc([N+](=O)[O-])c1)c1ccc(Br)cc1
  -3.8, 11.3
Cc1ccc(C(O)COC2=NCNc3cc(Cl)ccc32)cc1 (stereo not drawn)
  ·, 17.3
CS(=O)(=O)N(CC(=O)NC1CC2CCC1C2)c1ccc(Cl)c(C(F)(F)F)c1 (stereo not drawn)
  -5.4, -9.7
Cn1c(SCC(=O)Nc2ccc(Cl)cc2)nnc1-c1ccc(Br)cc1
  -3.0, -9.6
COC(=O)N(C)C[C@@H]1OCc2cn(nn2)CCCC(=O)N([C@H](C)CO)C[C@H]1C
  -0.4, -4.6
C[C@H](CO)N1C[C@H](C)[C@@H](CN(C)Cc2ccc3c(c2)OCO3)Oc2cc(C#CCN(C)C)ccc2S1(=O)=O
  ·, -22.8
C[C@H](CO)N1C[C@H](C)[C@H](CN(C)S(C)(=O)=O)Oc2ccc(NS(=O)(=O)c3ccc(Cl)cc3)cc2C1=O
  0.9, ·
CC1OC(OC2C(OC(=O)C34CCC(C)(C)CC3C3=CCC5C6(C)CCC(OC7OC(CO)C(OC8OC(C(=O)O)C(OC9OCC(O)C(O)C9O)C(O)C8O)C(O)C7O)C(C)(CO)C6CCC5(C)C3(C)CC4)OC(COC3OCC(O)C(O)C3O)C(O)C2O)C(O)C(O)C1O (stereo not drawn)
  -2.8, 2.4

Random excerpt: two compounds from above
Order of results: STK33 kin inh, p53 PUMA act
C[C@H]1CCCCO[C@@H](CN(C)C(=O)c2ccncc2)[C@@H](C)CN([C@@H](C)CO)C(=O)c2cc(N(C)C)ccc2O1
  ·, -2.7
C[C@H](CO)N1C[C@H](C)[C@@H](CN(C)Cc2ccc3c(c2)OCO3)Oc2cc(C#CCN(C)C)ccc2S1(=O)=O
  ·, -22.8

Further entries follow:
Order of results: STK33 kin inh, p53 PUMA act
C[C@@H]1CN([C@@H](C)CO)C(=O)c2cc(NC(=O)Nc3ccccc3)ccc2O[C@H]1CN(C)C(=O)NC1CCCCC1
  ·, 3.1
Cc1c(Cl)ccc2c(C(=O)NCCCn3nccc3C)cc(-c3ccccn3)nc12
  -4.2, 1.1
O=C(Cc1ccncc1)Nc1ccc2c(c1)[C@@H]1C[C@H](CC(=O)N3CCOCC3)O[C@H](CO)[C@@H]1O2
  ·, -1.5
Cc1cc(=O)[nH]c(SCC2COC3(CCCCC3)O2)n1 (stereo not drawn)
  ·, 8.4
COc1ccc(NC(=O)Nc2ccc3c(c2)C(=O)N([C@@H](C)CO)C[C@H](C)[C@H](CN(C)C(=O)Nc2ccc(OC)cc2)O3)cc1
  0.6, ·
C[C@H]1CN([C@@H](C)CO)C(=O)Cc2cc(NS(=O)(=O)c3ccc(F)cc3)ccc2O[C@@H]1CN(C)Cc1ccc(-c2ccccc2)cc1
  3.2, ·
CC(C)NC(=O)N(C)C[C@H]1Oc2ccc(N(C)C)cc2CC(=O)N([C@@H](C)CO)C[C@H]1C
  -0.8, 4.5
C[C@H]1CN([C@@H](C)CO)C(=O)c2cc(NC(=O)Cc3ccccc3)ccc2O[C@@H]1CN(C)S(=O)(=O)c1cccs1
  -0.7, ·
CC(=O)c1cccc(NC(=O)CSc2nc(-c3ccc(F)cc3)cs2)c1
  -0.1, -8.4
COc1ccc(NC(=O)CNC(=O)c2ccccc2F)cc1Cl
  -0.9, -5.6
C[C@@H]1CN([C@H](C)CO)C(=O)Cc2cc(NC(=O)Cc3cn(C)c4ccccc34)ccc2O[C@@H]1CN(C)C(=O)Nc1ccccc1
  -4.4, -2.5
Cc1ccc(NC(=O)CSc2n[nH]c(CC(C)C)n2)cc1
  0.4, 9.1
Cc1ccc(S(=O)(=O)Nc2ccc3c(c2)C(=O)N([C@@H](C)CO)C[C@@H](C)[C@@H](CN(C)Cc2ccc(C(F)(F)F)cc2)O3)cc1
  2.6, 10.4
CC(C)NC(=O)N(C)C[C@H]1OCc2cn(nn2)CCCC(=O)N([C@H](C)CO)C[C@H]1C
  1.2, 6.5
C[C@H]1CN([C@@H](C)CO)C(=O)Cc2cc(NC(=O)Nc3ccc(C(F)(F)F)cc3)ccc2O[C@@H]1CN(C)S(=O)(=O)c1ccccc1
  0.4, ·
O=c1[nH]c(=O)n(Cc2c(Cl)cccc2Cl)cc1F
  ·, 3.5
C[C@@H]1CN([C@H](C)CO)C(=O)c2cc(NC(=O)c3ccncc3)ccc2O[C@@H](C)CCCCO[C@H]1CN(C)C
  ·, 7.7
C[C@H]1CN([C@@H](C)CO)C(=O)c2cccc(NS(C)(=O)=O)c2O[C@H]1CN(C)Cc1ccccc1
  ·, 9.2
CCOC(=O)c1c(NC(=O)CN2CCOCC2)sc2c1CCCC2
  6.0, -18.7
O=c1cc(CSc2nc3sc4c(c3c(=O)n2Cc2ccco2)CCC4)[nH][nH]1
  -1.9, 3.5
CCC/C=C/C(=O)OC1C(O)C23C(O)OC4(CCC5C6(C)CCC(OC7OC(C(=O)O)C(O)C(OC8OC(CO)C(O)C(O)C8OC8OC(C)C(O)C(O)C8OC8OCC(O)C(O)C8O)C7OC7OC(CO)C(O)C(O)C7O)C(C)(C)C6CCC5(C)C4(C)CC2OC(C)=O)C3CC1(C)C (stereo not drawn)
  2.4, ·
Cc1ccc(-c2cn3c4ccccc4nc3n2CCN2CCOCC2)cc1
  -0.6, -5.4

A different layout for some results above.
> C[C@@H]1CN([C@H](C)CO)C(=O)c2cc(NC(=O)c3ccncc3)ccc2O[C@@H](C)CCCCO[C@H]1CN(C)C
- STK33 kin inh: ·
- p53 PUMA act: 7.7
> C[C@H]1CN([C@@H](C)CO)C(=O)c2cccc(NS(C)(=O)=O)c2O[C@H]1CN(C)Cc1ccccc1
- STK33 kin inh: ·
- p53 PUMA act: 9.2
> CCOC(=O)c1c(NC(=O)CN2CCOCC2)sc2c1CCCC2
- STK33 kin inh: 6.0
- p53 PUMA act: -18.7
> O=c1cc(CSc2nc3sc4c(c3c(=O)n2Cc2ccco2)CCC4)[nH][nH]1
- STK33 kin inh: -1.9
- p53 PUMA act: 3.5
